Screening data (PubChem)
Wnt bcat act: Wnt/beta-catenin pathway activators, primary screen, cell-based, plate reader, single point; Wnt/beta-catenin reporter cell assay, activator; activation, % at 9.35 µM; 300,000 tested, 1.2% active; AID 743398, 2014; in the data active = activation above about 30%, passing the limit was not always enough; inconclusive = no clear call, values can overlap the other calls;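 note: 0% = neutral control wells and 100% = positive control wells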
Rtt109 HAT inh: inhibitors of C. albicans Rtt109/Vps75 HAT, primary screen, biochemical, ThioGlo CoA-SH fluorescence, plate reader. purified Rtt109/Vps75, 4 h. inhibition, % at 34.9 µM. 330,000 tested, 0.16% active. AID 540336, 2011;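 active = inhibition of at least 50% in every replicate; inconclusive = best replicate reaches 50% inhibition but some replicates fall short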
SR-BI DiI-HDL act: activators of SR-BI mediated DiI-HDL uptake, primary screen, ldlA[mSR-BI] CHO cells, DiI fluorescence; 3 h; 100 = double the neutral-control signal; activation, % at 12.5 µM; 320,000 tested, 0.096% active; AID 504775, 2011;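 active = mean replicate activation of at least 60% and every replicate at or above 60%; inconclusive = mean or all-replicate condition met, but not both; inactive = mean below 60% and not all replicates reaching 60%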;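 note: 0% = median plate neutral-control signal and 100% = twice that signal; values of inactives mirror those of a sister screen read the other way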
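material = CHO ldlA[mSR-BI] cells | medium = Ham's F12 with 0.5% BSA, HEPES 25 mM, pH 7.4 | reagent = fluorescent DiI-HDL, 10 µg/mL final | compound dosing = single-point compound dose | incubation = 3 h, 37 °C | measured by = bottom-read fluorescence, 550/595 nm | measure = HDL uptake via cellular fluorescence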
MITF TRPM1 HTS: activators of MITF-driven TRPM1 promoter reporter, primary screen, cell-based, SK-MEL-5, luciferase, single point | SK-MEL-5 TRPM1-promoter luciferase, 24 h; % of positive control, neutral wells = 0 | activation, % at 12.5 µM | 300,000 tested, 0.75% active | AID 588334, 2011;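 active = mean activation of at least 80% with every replicate also reaching 80%; inconclusive = mean reaches 80% but some replicate falls short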;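 note: 0% = neutral control wells and 100% = parthenolide positive control wells; values of inactives mirror those of a sister screen read the other way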
cardiac RTF act: cardiac RTF calcium sensitivity activators, primary screen, biochemical, IANBD-TnC fluorescence, EC20 calcium; activation, % at 7.2 µM; IANBD-labeled TnC RTF fluorescence at EC20 calcium; 0% EC20 calcium, 100% full calcium; AID 493008, 2010; 340,000 tested, 0.24% active;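 active = activation above the mean over all tested compounds plus 3 SD, cut at about 30% in these data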;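 note: rise in fluorescence read as greater calcium sensitivity of cardiac thin filaments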
HTR5A ag: HTR5A agonists in luminescence cell assay, primary screen, counter-screen for OPRM1-OPRD1 heterodimer agonist project, full-deck HTS. cell-based. activation, % at 9.3 µM. 340,000 tested, 0.61% active; in the data active = activation mostly above about 9.5%, no sharp cut-off; inactive = mostly below about 7.6%;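 note: 0% = cells with vehicle only and 100% = reference agonist; strong numbers were not always called active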
PvdQ inh: P. aeruginosa PvdQ acylase inhibitors, primary screen, biochemical, fluorescence, plate reader and imaging, single point; PvdQ acylase [Pseudomonas aeruginosa LESB58]; purified PvdQ acylase; inhibition, % at 10 µM; 340,000 tested, 0.063% active; AID 488965, 2010; in the data active = inhibition above about 30%, passing the limit was not always enough; inconclusive = no clear call, values can overlap the other calls;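 note: 0% = vehicle neutral wells and 100% = reference inhibitor wells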
SR-BI HDL uptake: inhibitors of SR-BI mediated HDL lipid uptake, primary screen, ldlA[mSR-BI] cells, fluorescence, single point. ldlA[mSR-BI] CHO cells, DiI-HDL uptake fluorescence, 3 h. inhibition, % at 12.5 µM. 320,000 tested, 0.96% active;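 active = mean replicate inhibition of at least 70% and a set share of replicates each scoring 70 or more; inconclusive = meets just one of the two criteria; inactive = fails both criteria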;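 note: 0% = median of neutral control wells and 100% = median of positive control wells; values of inactives mirror those of a sister screen read the other way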
Target sequence (Q61009 whole entry, looked up): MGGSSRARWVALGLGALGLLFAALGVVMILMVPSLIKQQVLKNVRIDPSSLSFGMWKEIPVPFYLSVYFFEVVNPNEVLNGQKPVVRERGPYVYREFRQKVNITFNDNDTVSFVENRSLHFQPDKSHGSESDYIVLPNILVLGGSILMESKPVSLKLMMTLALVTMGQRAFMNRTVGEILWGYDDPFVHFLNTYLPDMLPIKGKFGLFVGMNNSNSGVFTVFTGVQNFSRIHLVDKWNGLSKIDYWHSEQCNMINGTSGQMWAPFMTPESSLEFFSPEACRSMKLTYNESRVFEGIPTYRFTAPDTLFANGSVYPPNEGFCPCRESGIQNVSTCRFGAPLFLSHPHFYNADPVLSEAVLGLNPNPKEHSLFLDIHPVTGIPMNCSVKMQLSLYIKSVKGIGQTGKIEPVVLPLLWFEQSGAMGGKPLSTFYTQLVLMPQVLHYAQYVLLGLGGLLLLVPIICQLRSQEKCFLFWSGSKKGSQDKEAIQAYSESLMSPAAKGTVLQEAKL
CDK5 p35 inh: inhibitors of human CDK5/p35 kinase, primary screen, biochemical, single concentration. Cyclin-dependent kinase 5 (Homo sapiens) + Cyclin-dependent kinase 5 activator 1 (Homo …. Recombinant CDK5/p35, ADP-Glo luminescence, 60 min. inhibition, % at 10 µM. 330,000 tested, 0.01% active. AID 488839, 2010;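 active = highest replicate inhibition of at least 50% and at least 75% of replicates reaching 50%; inconclusive = only one of the two criteria met; inactive = both criteria failed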;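 note: plate controls were DMSO neutral control for no effect and GW8510 at 10 µM for full effect; many of its hits are not listed in these tables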
dFosB activator: activators of delta FosB homodimer, primary screen, biochemical, fluorescence polarization, TAMRA-CDK5 oligo, single point; purified delta FosB; percent of positive-control signal above neutral wells; 340,000 tested, 0.99% active; Protein FosB (Mus musculus), P13346; activation, % at 25 µM;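 active = mean activation above about 17%, with every replicate also reaching it, limit read from the data, passing the limit was not always enough; inconclusive = only one of the two conditions met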;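 note: fluorescence polarization rise as delta FosB binds a TAMRA Cdk5 AP-1 oligo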
Target sequence (P13346 whole entry, looked up): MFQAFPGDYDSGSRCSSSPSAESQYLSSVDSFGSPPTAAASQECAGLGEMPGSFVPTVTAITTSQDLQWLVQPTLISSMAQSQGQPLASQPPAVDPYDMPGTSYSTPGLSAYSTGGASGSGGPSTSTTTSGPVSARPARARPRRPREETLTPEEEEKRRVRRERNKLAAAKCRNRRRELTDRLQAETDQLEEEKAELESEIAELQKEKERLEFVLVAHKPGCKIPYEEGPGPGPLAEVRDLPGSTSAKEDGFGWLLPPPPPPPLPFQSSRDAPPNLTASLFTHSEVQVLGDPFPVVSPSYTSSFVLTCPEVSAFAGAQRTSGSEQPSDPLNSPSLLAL
Active calls of the source: *; ? = inconclusive; . = not tested or not shown.

item	SMILES	Wnt bcat act	Rtt109 HAT inh	SR-BI DiI-HDL act	MITF TRPM1 HTS	cardiac RTF act	HTR5A ag	PvdQ inh	SR-BI HDL uptake	CDK5 p35 inh	dFosB activator
1	CC(C)OC(=O)CSc1nc(N)c(C#N)c(-c2cccs2)c1C#N	-3.0	.	-13.1	.	2.4	4.4	-10.5	13.1	-1.0	-3.9
2	Cc1ccc2nc(NC(=O)CN(C)S(=O)(=O)c3ccc(Br)s3)sc2c1	.	12.5	-33.4	19.1	-1.9	-2.6	-7.0	33.4	3.0	-1.6
3	Cc1cccnc1NC(=O)c1ccccc1NC(=O)C(C)(C)C	-1.7	-6.6	-12.6	.	1.9	3.6	-7.2	12.6	0.2	0.2
4	C=COCCNC(=S)N1CCOCCOCCN(C(=S)NCCOC=C)CCOCC1	0.2	1.3	11.9	0.5	-1.5	-1.9	4.7	-11.9	0.7	-5.1
5	CC(=O)Nc1c(C(=O)NCc2ccccc2)nnn1Cc1ccccc1	.	3.2	9.4	2.5	2.4	2.0	-12.0	-9.4	0.6	-5.0
6	Cc1ccnc(NC(=O)COC(=O)c2ccc(F)cc2F)n1	2.3	-7.2	8.3	-3.7	2.3	-0.3	-10.9	-8.3	1.2	-6.9
7	Cc1ccc(Cn2nc(C)c(C(=O)NCC(c3cccs3)N3CCOCC3)c2Cl)cc1 (stereo not given)	-1.6	-7.3	-1.1	3.2	2.5	-3.1	-12.2	1.1	-2.8	-14.8
8	COc1ccc(-c2cc(C(=O)Nc3cc(C)nn3-c3ccccc3)no2)cc1OC	-2.5	0.3	-65.3	-8.2	0.3	-3.3	-7.2	65.3	-0.9	-2.4
9	O=C(COC(=O)c1cc([N+](=O)[O-])ccc1N1CCOCC1)Nc1ccc(Cl)cn1	-2.4	-3.6	-66.7	15.2	0.3	-2.8	-16.1	66.7	-1.4	-0.2
10	O=C(NCC(=O)N1CCN(Cc2ccccc2)CC1)c1cccs1	-2.3	-18.8	32.8	45.9	-3.9	-3.9	-6.3	-32.8	1.5	-1.0
11	Cc1ccc(S(=O)(=O)N(C)C)cc1NC(=O)CCc1ccccc1	48.2*	-1.2	-4.8	-2.5	9.1	5.1	-10.2	4.8	-0.3	-4.7
12	N#C/C(=C\Nc1ccc(Cl)cc1)S(=O)(=O)c1ccccn1	3.7	5.2	.	5.7	7.4	2.1	-12.3	.	-4.5	-10.4
13	CN(Cc1c(F)cccc1Cl)C(=O)CNC(=O)c1sc2ccccc2c1Cl	6.7	-3.7	17.6	52.0	11.8	0.3	8.2	-17.6	1.1	-12.9
14	COc1cccc2c(C)c(C(=O)O)[nH]c12	.	-3.4	-2.7	-41.7	-10.3	0.6	2.5	2.7	-3.2	-14.8
15	O=C(O)c1ccc(S(=O)(=O)N2CCCC2)cc1	-0.6	-1.1	25.9	.	-5.5	4.7	-6.8	-25.9	-1.3	-2.7
16	CC(C)N=C(NC#N)SCc1ccc(Br)cc1	-1.0	0.5	10.3	1.2	11.6	1.9	-3.7	-10.3	0.4	-2.9
17	C=CCOc1ccc(/C=N/NC(=O)c2cc3c(OC)cc(OC)cc3[nH]2)cc1	5.8	-1.6	-45.4	8.8	-4.1	0.4	-12.0	45.4	-0.6	0.5
18	CC1(C)SC[C@H](C(=O)Nc2cccc(Cl)c2)N1C=O	-0.9	-9.4	24.3	-1.7	-4.2	-2.0	2.4	-24.3	1.1	2.9
19	COc1cc(C=O)c(Br)cc1OCC(=O)NCc1ccccc1	1.7	.	-10.6	15.3	-1.7	-2.3	9.7	10.6	-0.4	-0.6
20	Cc1ccc(S(=O)(=O)N(C)c2ccc(OCC(=O)Nc3ccc(C(=O)N(C)C)cc3)cc2)cc1C	-3.5	0.0	-12.7	3.2	-0.2	8.0	-11.2	12.7	-1.9	-9.0
21	CCP(=O)(CC)C(C)(C)CP(=O)(c1ccccc1)c1ccccc1	-0.8	2.2	27.8	-5.1	0.4	-2.5	0.1	-27.8	-0.7	2.0
22	COCC1CCCCC1OS(N)(=O)=O (stereo not given)	-0.8	-5.4	19.2	15.8	0.8	3.2	-8.6	-19.2	1.5	3.4
23	CCN(CC)c1ccc(NC(=O)c2nc3nc(C)cc(C(F)F)n3n2)cc1	1.5	-6.6	-46.7	1.3	4.2	6.3	-7.4	46.7	-0.8	-12.0
24	COC(=O)c1ccc(OC)c(-c2c(OC)cc(OC)cc2OC)c1	-1.7	-3.1	-4.7	-0.6	2.4	-4.0	-6.6	4.7	-1.7	-6.9
25	O=C(CN1C(=O)c2ccccc2C1=O)NCCc1c[nH]c2ccc(Cl)cc12	-0.1	5.9	-0.2	5.3	-1.4	3.3	-6.0	0.2	-2.3	-6.8
26	COc1ccc(OC)c(C(C)NC(C)=O)c1 (stereo not given)	-2.2	0.6	-3.0	-1.6	-2.1	3.8	11.1	3.0	0.9	-0.5
27	CCCNC(=O)C(=O)N/N=C/c1cccs1	2.4	-3.6	4.9	-2.4	2.3	4.6	1.9	-4.9	0.0	2.9
28	CC(=O)N1N=C(c2cccc([N+](=O)[O-])c2)OC1c1ccc(Br)cc1 (stereo not given)	4.3	10.9	-8.9	-7.1	3.8	3.3	14.7	8.9	1.9	-12.1
29	COc1cccc(C2Nc3ccc4ccccc4c3C3=C2C(=O)CCC3)c1O (stereo not given)	0.3	-5.6	8.8	-61.4	-0.1	6.0	-10.3	-8.8	-0.5	4.0
30	CCOc1ccc(/C(C)=N\NC(=O)Cc2ccccc2)cc1	0.2	0.4	-17.2	0.8	-3.6	-3.2	3.8	17.2	-2.2	3.5
31	CCOc1ccc(-c2n[nH]c(C(=O)NN)c2C)cc1	12.8	1.4	1.7	9.3	-6.1	-2.9	-6.3	-1.7	0.6	0.5
32	CCCCNCCCOc1ccc(C)cc1Br	-5.5	.	-11.6	-0.7	-6.5	0.6	6.2	11.6	0.6	-6.0
33	CCOC(=O)N1CCN(C(=O)CSc2ccc(-c3ccccc3)nn2)CC1	-0.2	6.7	-16.3	-2.4	3.3	3.3	7.1	16.3	6.0	-9.1
34	CC(=O)N[C@@H](Cc1c[nH]c2ccccc12)C(=O)OCC(=O)Nc1ccc(S(=O)(=O)N(C)C)cc1	-2.2	-19.2	4.4	-13.3	3.5	1.1	-7.2	-4.4	1.6	-7.6
35	COc1ccc(Cl)c2sc(N(CCN(C)C)C(=O)c3ccc4c(c3)OCCO4)nc12	3.7	5.4	-19.0	5.8	-8.1	0.1	-4.0	19.0	-1.1	?
36	O=C(CCc1nc2sc3c(c2c(=O)[nH]1)CCCC3)Nc1ccccc1Cl	-2.3	-0.1	-12.4	-17.0	16.3	-3.2	3.3	12.4	-1.2	7.3
37	CCn1c(NC(=O)C(C)C)c2ccccc2nc1=O	1.0	2.0	3.1	-2.1	-0.8	-3.0	-15.2	-3.1	-1.1	1.7
38	CN(Cc1ccc(OC(F)F)cc1)C(=O)c1cccc(S(=O)(=O)N2CCN(Cc3ccccc3)CC2)c1	-5.2	1.7	-25.5	-30.2	-0.2	2.3	-17.2	25.5	-0.6	-5.1
39	Cc1nc2cc(C(F)(F)F)ccc2n1C1CCN(CC(=O)N2CCCC2)CC1	2.9	-12.9	23.3	-1.8	11.9	3.6	-18.5	-23.3	-2.6	-6.4
40	CCOc1ccc(NC(=S)NCc2ccc3c(c2)OCO3)cc1	-2.1	1.3	4.8	.	4.6	3.3	-1.8	-4.8	-3.0	0.9
41	COc1cccc([C@@H]2CC=C(C(=O)O)[C@H](c3ccc(F)cc3)N2S(=O)(=O)c2ccc(C)cc2)c1	3.2	13.2	11.2	4.5	-6.7	4.0	-11.3	-11.2	-0.5	-2.4
42	Cc1ccc(SCCNC(=S)Nc2ccc(C)c(C)c2)cc1	.	4.9	-18.4	.	-1.9	1.7	-24.0	18.4	-0.4	-9.9
43	Cc1nc(NC(=O)C23CC4CC(CC(C4)C2)C3)sc1Cc1ccc2c(c1)OCO2	.	8.2	-9.0	21.2	-3.2	-2.8	10.4	9.0	-1.7	2.0
44	O=C(CSc1nc(C(F)(F)F)cc(=O)[nH]1)Nc1nccs1	0.7	-9.8	4.3	-3.5	7.9	-2.6	9.5	-4.3	1.6	2.9
45	COc1ccc(N2CCN(CCNC(=O)C3CC(=O)N(C4CCCC4)C3)CC2)cc1 (stereo not given)	-1.5	-2.6	44.9	4.5	-3.4	-1.5	4.6	-44.9	1.6	-5.6
46	COc1ccc(NC(=O)c2ccccc2)c([N+](=O)[O-])c1	6.9	5.1	-1.9	42.8	9.1	3.9	6.4	1.9	-0.5	-1.8
47	CC(=O)N1CCN(C(=O)c2ccc(Oc3ccccc3)cc2)CC1	10.7	-1.0	16.5	2.5	-7.5	4.2	-3.2	-16.5	0.3	0.6
48	COc1ccc(C(=O)N/N=C(\C)CC(=O)Nc2ccc3c(c2)OCO3)cc1	4.8	7.6	2.5	.	0.0	-0.3	-21.2	-2.5	0.1	-1.8
